Source: PubChem BioAssay
TROY NFkB inh: inhibitors of TROY-dependent NF-kB signaling | 360,000 tested, 0.98% active | Q293 LMP1-TROYcd NF-kB luciferase reporter, 4 h | AID 1347056 | inhibition, % at 10 µM;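 active means compounds whose plate-normalised and pattern-corrected inhibition of the luciferase reporter signal at the single screening dose is 50% or more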
SRC1 inh: human NCOA1 inhibition | Q15788 | HEK293 GAL4-SRC1 luciferase reporter, luminescence | inhibition, % at 3.6 µM | 360,000 tested, 0.12% active;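 active means inhibition above the campaign mean plus 3 SD, with each screening campaign given its own cutoff, cut at about 60% in these data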;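 further: 0% = DMSO treated cells and 100% = gossypol at 36 µM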
Target sequence (Q15788 whole entry, looked up, the tested form may be a part): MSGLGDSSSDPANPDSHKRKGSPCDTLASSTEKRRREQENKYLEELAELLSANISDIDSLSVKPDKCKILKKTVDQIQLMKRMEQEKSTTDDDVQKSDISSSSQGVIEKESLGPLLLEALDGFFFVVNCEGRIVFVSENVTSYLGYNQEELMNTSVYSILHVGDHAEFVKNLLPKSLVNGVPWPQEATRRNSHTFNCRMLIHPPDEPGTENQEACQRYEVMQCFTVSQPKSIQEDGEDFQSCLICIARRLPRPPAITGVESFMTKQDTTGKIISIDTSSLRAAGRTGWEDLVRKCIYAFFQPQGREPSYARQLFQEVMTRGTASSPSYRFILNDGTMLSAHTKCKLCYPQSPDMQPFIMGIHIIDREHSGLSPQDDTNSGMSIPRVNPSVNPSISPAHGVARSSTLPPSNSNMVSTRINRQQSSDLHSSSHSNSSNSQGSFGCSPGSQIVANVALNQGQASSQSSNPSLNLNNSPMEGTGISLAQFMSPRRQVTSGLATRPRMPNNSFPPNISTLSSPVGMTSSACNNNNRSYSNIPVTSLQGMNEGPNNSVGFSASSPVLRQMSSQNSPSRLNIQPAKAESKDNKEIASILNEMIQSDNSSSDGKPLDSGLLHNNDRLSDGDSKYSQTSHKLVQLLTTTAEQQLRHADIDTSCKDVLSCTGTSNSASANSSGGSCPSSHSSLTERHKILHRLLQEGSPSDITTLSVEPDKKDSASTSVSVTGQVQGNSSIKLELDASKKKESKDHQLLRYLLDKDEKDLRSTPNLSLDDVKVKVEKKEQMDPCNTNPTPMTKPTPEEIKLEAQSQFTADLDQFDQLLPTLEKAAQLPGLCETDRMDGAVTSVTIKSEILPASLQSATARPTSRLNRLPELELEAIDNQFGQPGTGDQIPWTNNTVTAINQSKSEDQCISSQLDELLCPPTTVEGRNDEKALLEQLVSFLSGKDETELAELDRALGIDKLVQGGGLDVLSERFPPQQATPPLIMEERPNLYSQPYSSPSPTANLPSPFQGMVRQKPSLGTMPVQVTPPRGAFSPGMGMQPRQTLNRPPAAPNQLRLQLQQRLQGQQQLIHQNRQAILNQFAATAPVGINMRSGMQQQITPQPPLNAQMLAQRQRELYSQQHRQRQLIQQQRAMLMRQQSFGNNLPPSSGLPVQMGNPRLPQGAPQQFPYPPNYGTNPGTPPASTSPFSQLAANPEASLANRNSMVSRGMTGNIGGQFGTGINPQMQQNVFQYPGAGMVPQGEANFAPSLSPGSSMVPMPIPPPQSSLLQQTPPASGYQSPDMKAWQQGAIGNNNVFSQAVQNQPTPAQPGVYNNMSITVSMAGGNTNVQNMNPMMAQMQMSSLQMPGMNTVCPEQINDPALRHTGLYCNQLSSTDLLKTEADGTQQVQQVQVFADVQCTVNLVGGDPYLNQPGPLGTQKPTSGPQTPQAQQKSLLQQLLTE
TWEAK-Fn14 inh: inhibitors of TWEAK-Fn14 interaction signaling; TWEAK-stimulated Fn14 reporter cells, luciferase luminescence, 8 h; inhibition, % at 10 µM; 360,000 tested, 2% active; AID 1159606; in the data active means inhibition above about 50%
TRAIL sens C8: caspase-8 TRAIL sensitization; NB7+C8 cells + TRAIL, ATPlite viability luminescence; inhibition (viability loss, TRAIL sensitization), % at 10 µM; 360,000 tested, 1% active; AID 624354;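 active means compounds causing at least 50% loss of cell viability in the single-dose screen, relative to plate controls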
NCOA3 inh: human NCOA3 inhibition; inhibition, % at 3.6 µM; 360,000 tested, 0.17% active; Q9Y6Q9; HEK293 GAL4-SRC3 luciferase reporter, luminescence; AID 588352;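 active means inhibition above a per-campaign cutoff, the mean of all compounds plus 3 SD, cut at about 60% in these data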;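 further: 0% = DMSO-treated cells and 100% = gossypol-treated cells at 36 µM; higher means less SRC3-driven luciferase light from the GAL4 reporter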
CF NFkB block: inhibitors of cystic fibrosis induced NF-kB; KKLEB NF-kB-GFP reporter, PAF-induced, GFP fluorescence overnight; inhibition, % at 5 µM; 360,000 tested, 0.86% active; AID 588850;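 active means at least 50% inhibition at 5 µM, scaled per plate between neutral and stimulator controls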;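 further: PAF is a Pseudomonas aeruginosa culture filtrate used as stimulus; plate controls were PAF-stimulated DMSO wells for no effect and unstimulated DMSO wells for full effect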
Shn3 inh set2: Schnurri-3 reporter inhibition in Clone20 osteoblasts | AID 588674 | Clone20 osteoblast Shn3 3'UTR firefly luciferase, 24 h | inhibition, % at 12.5 µM | 360,000 tested, 0.52% active;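 active means mean inhibition of at least 75% with every replicate also reaching 75%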;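 further: 0% = median of neutral control wells and 100% = pilot-screen positive control compound; some compounds past the cut are filed as inactive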
KKLEB tox: counter-screen for CF NF-kB inhibitors: cytotoxicity; KKLEB CF airway cells viability, ATPlite luminescence, overnight; active compounds read low; cells stimulated with P. aeruginosa culture filtrate; 360,000 tested, 0.36% active; activity change (cytotoxicity), % at 5 µM; AID 602141;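 active means corrected activity change at or below -50% at 5 µM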
LMP1 NFkB inh: Epstein-Barr LMP1 NF-kappaB reporter inhibition; LMP1-induced NF-kappaB luciferase reporter cells, luminescence; inhibition, % at 12.5 µM; 350,000 tested, 0.69% active; AID 504558; in the data active means inhibition above about 41%;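 further: 0% = neutral control wells and 100% = reference inhibitor control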
NR2F2 inh: NR2F2 (human) inhibition, primary screen; P24468; HEK293T NGFI-A luciferase reporter, luminescence; inhibition, % at 8.6 µM; 370,000 tested, 0.7% active; AID 686940;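 active means inhibition above a per-plate cutoff, mean inhibition of test wells between control levels plus 3 SD, cut at about 38% in these data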;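 further: cells cotransfected with COUP-TFII expression vector driving the NGFI-A reporter; 0% = median of COUP-TF2 test wells and 100% = reporter-only cells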
NR5A2 inv ag: NR5A2 inverse agonism in reporter assay; O00482; HEK293T StAR-luciferase reporter, LRH-1 transfected, 24 h; inhibition, % at 3.6 µM; 360,000 tested, 0.13% active;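 active means inhibition above the mean inhibition of all tested compounds plus 3 SD, cut at about 73% in these data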;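 further: 0% = DMSO wells and 100% = reporter-only cells lacking LRH-1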
* marks the source's active call; other numbers are inactive results; · = not tested or not shown. These rows are one share of the data. The share of hits here may be higher or lower than overall.

SMILES	TROY NFkB inh	SRC1 inh	TWEAK-Fn14 inh	TRAIL sens C8	NCOA3 inh	CF NFkB block	Shn3 inh set2	KKLEB tox	LMP1 NFkB inh	NR2F2 inh	NR5A2 inv ag
Cc1noc(C)c1NC(=O)Nc1cccc2c1O[C@H](CN(C)S(=O)(=O)c1ccc(F)cc1)[C@@H](C)CN([C@H](C)CO)C2=O	-6	-13	-11	-16	1	9	-15	-6	3	-1	-2
Cc1cc(=O)[nH]c(NN=C2CCC(C(C)(C)C)CC2)n1 (stereo unspecified)	6	17	-10	3	-11	13	6	-6	-4	-5	-9
O=c1[nH]c(=S)c2ncn(-c3ccccc3)c2[nH]1	-22	8	3	22	-2	-3	6	-10	·	-8	-20
CC1(C)S/C(=N/N=C/c2cccs2)NC1=O	-6	-39	-12	-3	9	-16	-26	14	-4	-9	-13
CCN(CC)c1nc(SCCOC(=O)Nc2ccccc2)nc(N(CC)CC)n1	-13	0	3	8	-10	36	23	-15	-28	4	4
Cc1c(NC(=S)NC(=O)c2sc3ccccc3c2Cl)cccc1C(=O)O	2	-103	14	18	-72	-6	-51	-3	-17	-73	-247
COc1ccccc1-c1ccc(NC2CCCC2)nn1	-38	-69	-52	6	-35	-6	-32	-5	-17	-19	-61
CCn1nnnc1SCC(=O)N1CCCCC1	6	8	11	-5	-26	2	-9	3	3	1	-9
O=S(=O)(NCc1cc(-c2ccccc2Cl)no1)c1ccccc1	-10	-12	14	-8	16	-4	3	6	-1	-7	6
N#C/C(=C\c1ccccc1)C(=O)NCCN1CCOCC1	-6	-5	7	1	16	-14	-13	0	9	7	-10
CC(Sc1nncs1)C(=O)NC1CCCCC1C (stereo unspecified)	3	-3	11	-29	5	-5	-11	-6	-8	4	-10
O=C(CSc1ccc(-c2ccco2)nn1)c1cccc([N+](=O)[O-])c1	-3	-15	4	5	2	-10	-24	2	2	20	7
CN(C)CCNc1cc(-c2ccncc2)nc2ccccc12	-9	11	-11	1	1	-20	-4	-5	-5	15	5
COc1ccc(NC(=O)N2CCCc3cccc(C)c32)cc1	-14	7	-8	5	15	-12	12	3	0	2	-17
CCC(C)NC(=O)c1ccc(NC(=O)CC2SC(N3CCCCC3)=NC2=O)cc1 (stereo unspecified)	-6	-18	-8	-1	9	-3	17	-4	1	6	1
Oc1c(N=NC(=S)Nc2ccccc2F)c2ccccc2n1Cc1ccc(F)cc1	-5	-4	-11	15	7	-16	34	-4	51*	-7	-8
O=C(CCn1cnc2ccccc2c1=O)Nc1ccc(Cl)c(Cl)c1	6	-3	-20	4	2	4	0	-23	-2	9	7
Cc1ccc(OCCNC(=O)c2ccc3c(c2)OCO3)cc1	-31	-17	-15	26	-19	32	-37	-16	-19	-36	-65
COc1ccc(CCNC(=O)C2CCN(C(=O)c3ccc(F)cc3)CC2)cc1	22	10	27	-2	11	-26	6	6	9	-1	17
C/C(=N\NC(=O)c1ccccc1Br)c1ccc(N2CCOCC2)cc1	-23	-10	11	-2	2	-3	3	6	-1	-19	-15

Entries above with a thiophene ring, fused or not:
SMILES	TROY NFkB inh	SRC1 inh	TWEAK-Fn14 inh	TRAIL sens C8	NCOA3 inh	CF NFkB block	Shn3 inh set2	KKLEB tox	LMP1 NFkB inh	NR2F2 inh	NR5A2 inv ag
CC1(C)S/C(=N/N=C/c2cccs2)NC1=O	-6	-39	-12	-3	9	-16	-26	14	-4	-9	-13
Cc1c(NC(=S)NC(=O)c2sc3ccccc3c2Cl)cccc1C(=O)O	2	-103	14	18	-72	-6	-51	-3	-17	-73	-247

Records listed so far marked active in LMP1 NFkB inh.
SMILES | SRC1 inh | TWEAK-Fn14 inh | NCOA3 inh | CF NFkB block | Shn3 inh set2 | LMP1 NFkB inh | NR2F2 inh | NR5A2 inv ag
Oc1c(N=NC(=S)Nc2ccccc2F)c2ccccc2n1Cc1ccc(F)cc1 | -4 | -11 | 7 | -16 | 34 | 51* | -7 | -8

Back to the main list; the 2 compounds before the break are reprinted first.
SMILES	TROY NFkB inh	SRC1 inh	TWEAK-Fn14 inh	TRAIL sens C8	NCOA3 inh	CF NFkB block	Shn3 inh set2	KKLEB tox	LMP1 NFkB inh	NR2F2 inh	NR5A2 inv ag
COc1ccc(CCNC(=O)C2CCN(C(=O)c3ccc(F)cc3)CC2)cc1	22	10	27	-2	11	-26	6	6	9	-1	17
C/C(=N\NC(=O)c1ccccc1Br)c1ccc(N2CCOCC2)cc1	-23	-10	11	-2	2	-3	3	6	-1	-19	-15
Cc1cc(C)c2nc(NC(=O)c3ccc4c(c3)OCO4)sc2c1	-7	6	10	2	1	-16	-4	8	-11	8	-37
COC(=O)c1ccc(COC(=O)CNC(=O)c2ccc(C)s2)cc1	-11	-7	2	-14	11	12	-26	0	-2	-7	14
Cc1cc(NC(=O)Cn2cnc3c(nnn3-c3cccc(F)c3)c2=O)no1	-13	-2	-1	-9	8	8	16	-1	0	-5	-11
CCCn1c(SCC(=O)NC(C)(C)C)nnc1-c1ccco1	1	0	11	-3	12	3	-1	3	-6	6	5
O=C(Cc1ccc2c(c1)CCCC2)Nc1ccccc1Br	-30	-7	-41	-11	-3	13	-1	3	-20	0	9
O=C(Cc1nc(-c2ccc([N+](=O)[O-])cc2)cs1)Nc1ccccc1	8	14	10	-1	-8	-14	41	14	7	5	20
Cc1cc(NC(=O)COC(=O)COc2cccc3c2OC(C)(C)C3)no1	6	-7	-1	13	-1	-14	-8	-7	4	-6	0
CCOCc1nnc(NC(=O)c2cc(OC)c(OC)cc2[N+](=O)[O-])s1	-19	0	-3	1	0	3	9	12	6	17	7
CCOC(=O)c1ccc(Nc2ccc(-c3ccc(OC)c(OC)c3)nn2)cc1	29	5	-18	11	-3	12	25	13	3	-6	-3
Cc1ccc(C)c(N=Cc2c(O)c3ccccc3oc2=O)c1	-6	12	2	-28	-10	10	-5	4	4	·	8
CSc1nnc(NC(=O)C2CCCCC2)s1	-30	-49	-17	15	-36	-9	-69	2	-14	-17	-12
Cc1ccc(S(=O)(=O)N2CCN(C(=O)CN3C(=O)c4ccc([N+](=O)[O-])cc4C3=O)CC2)c(C)c1	-1	-13	1	-10	8	-16	-11	1	-10	1	3
CCOc1ccc(OCC(=O)N(C)c2c(N)n(Cc3ccccc3)c(=O)[nH]c2=O)cc1	-7	-5	0	4	13	18	-5	-6	5	4	-10
CC1(C)Cc2c(C#N)c(N3CCOCC3)nc(-c3ccccc3)c2CO1	-5	-5	8	-3	28	12	14	-10	-1	-3	-14
CCCCc1cc(=O)oc2cc(OCC(=O)NC3CCN(Cc4ccccc4)CC3)ccc12	-30	0	-8	16	3	16	6	-8	-9	1	5
CCOC(=O)N1CCN(C(=O)C2CCN(S(=O)(=O)N(CC)CC)CC2)CC1	5	12	-21	-8	8	-9	-15	13	0	-9	-9
COc1ccc(-c2[nH]ncc2CN2CCN(c3ccc(F)cc3)CC2)cc1	12	2	-4	2	-3	2	-58	-23	-10	-2	-8
O=S(=O)(c1ccc(Br)cc1)c1nc(-c2ccccc2)oc1NCc1cccnc1	0	-25	-8	-3	-23	3	-5	-8	-10	11	-1
O=C(NC(=S)Nc1cc([N+](=O)[O-])ccc1O)c1ccc2c(c1)OCO2	70*	-81	71*	39	-61	22	-54	1	-30	-50	-156
Cc1cc(C)n(C(CC(=O)N2CCc3ccccc3C2)C(=O)O)n1 (stereo unspecified)	-14	-5	-11	-2	6	3	19	8	0	-6	-9
Cc1ccc(C(=O)Nc2ccc(Cl)cn2)cc1S(=O)(=O)N1CCOCC1	-37	-24	9	6	0	-4	-16	9	-24	9	-14
CCc1ccc(S(=O)(=O)NCc2csc(C)n2)s1	6	12	-1	6	2	3	-22	-9	12	6	-28
Cc1cc(C(=O)OCC(=O)N2CCc3ccccc32)c(C)o1	-72	-74	-20	7	-74	0	-93	-4	-25	-24	-4
COc1ccccc1N(CC(=O)NC1CCCCC1)C(=O)CCC(=O)Nc1nccs1	-6	2	-4	-11	4	10	0	2	0	5	-4
CC(C)(C)OC(=O)N1Cc2cc3ccccc3nc2C1	-50	-103	-12	20	-102	-16	-46	-1	-38	-54	-96
O=C(CN1C(=O)NC(c2ccccc2)(c2ccccc2)C1=O)Nc1cccnc1Cl	4	1	-1	-4	2	-3	7	-7	-10	12	-3
COc1ccc(OC)c(/C=N/N=C2\SCC(=O)N2Cc2ccco2)c1	-12	-6	-20	0	11	-13	3	0	0	-10	52
CCOC(=O)C/C(C)=N/NC(=O)CNc1cccc(Cl)c1C	0	-12	-2	-12	2	-8	12	8	-1	5	-23
COc1ccc(-c2nnc(SCC(=O)N3CCOCC3)o2)cc1OC	6	-5	-10	9	-1	3	5	-8	-1	14	-15
COC(=O)Cc1c[nH]c2ccc(OCC(O)CNC(C)C)cc12 (stereo unspecified)	-1	-13	8	25	9	9	0	4	-6	-7	-1
O=c1c2c(c(-c3ccccc3)nn1Cc1ccccc1)CCCC2	-10	-33	-11	-12	-18	13	15	-2	-4	15	22
CCC(=O)c1ccc(N2CCN(S(=O)(=O)c3ccccc3)CC2)c(F)c1	9	-6	11	-2	3	0	27	14	3	6	-9
Cc1ccc(SC(c2ccccc2)C(Cn2cncn2)C(=O)c2ccccc2)cc1 (stereo unspecified)	19	-12	-10	-3	-6	6	12	-4	-1	10	0
CCCCOc1ccc(C(=O)Nc2ccc3c(c2)C(=O)NC3=O)cc1	2	9	-12	1	16	23	-16	-3	-11	12	16
O=C(Cc1ccc(F)cc1)N[C@@H]1c2ccccc2CC[C@H]1OCc1ccccc1	-5	-11	15	5	-16	-9	6	14	2	-5	16
CN(C)S(=O)(=O)N1CCN(CC(O)COc2ccc3cc(Br)ccc3c2)CC1 (stereo unspecified)	9	4	4	0	-2	-3	37	-6	8	6	9

Three of the entries above in order of the SRC1 inh value, ascending.
| molecule | SRC1 inh | TWEAK-Fn14 inh | NCOA3 inh | CF NFkB block | Shn3 inh set2 | LMP1 NFkB inh | NR2F2 inh | NR5A2 inv ag |
| --- | --- | --- | --- | --- | --- | --- | --- | --- |
| C/C(=N\NC(=O)c1ccccc1Br)c1ccc(N2CCOCC2)cc1 | -10 | 11 | 2 | -3 | 3 | -1 | -19 | -15 |
| O=C(CN1C(=O)NC(c2ccccc2)(c2ccccc2)C1=O)Nc1cccnc1Cl | 1 | -1 | 2 | -3 | 7 | -10 | 12 | -3 |
| Cc1cc(=O)[nH]c(NN=C2CCC(C(C)(C)C)CC2)n1 (stereo unspecified) | 17 | -10 | -11 | 13 | 6 | -4 | -5 | -9 |
